DDE Tn7 FP inh: inhibitors of Tn7 peptide binding to fibrin DD(E), primary screen, biochemical, fluorescence polarization, human fibrin, Tn7 probe. Fibrinogen beta chain (Homo sapiens), P02675. actives 0.13% (n = 370,000). FP displacement of FITC-Tn7 peptide from fibrin DD(E); 0% = median of compound wells per plate. inhibition, % at 8.3 µM. AID 720508, 2013;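 active = inhibition above the mean of compounds falling within the control limits plus 3 SD of them, cut at about 14% in these data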;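 also: 0% = plate median of compound wells and 100% = 10 µM Aha-Tn7 peptide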
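Assay system: Human fibrin DD(E) protein | Medium: Tris buffer with calcium and detergent, pH 7.8 | Reagent: 0.1 µM fluorescent Tn7 | Compound dosing: Single point at 8.3 µM | Times: 10 min preincubation, 3 h with tracer, room temperature | Detection: Fluorescence polarization of the labelled Tn7 tracer | Controls: Aha-Tn7 high control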
DDE Tn6 FP inh: inhibitors of Tn6 peptide binding to fibrin DD(E), primary screen, biochemical, fluorescence polarization, human fibrin, Tn6 probe; actives 0.21% (n = 370,000); inhibition, % at 8.3 µM; Fibrin DD(E) TRITC-Tn6 fluorescence polarization displacement; Fibrinogen beta chain (Homo sapiens), P02675;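 active = inhibition above a per-campaign cutoff: mean of compounds within control limits plus 3 SD, cut at about 15% in these data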;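 also: 0% = median of all compound wells on the plate and 100% = blocking peptide control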
ADAM17 inh: ADAM17 inhibitors, primary screen, biochemical, QFRET. recombinant ADAM17, EDANS/DABCYL FRET peptide cleavage. Disintegrin and metalloproteinase domain-containing protein 17 (Homo sapiens), P78536. inhibition, % at 6.95 µM. actives 0.83% (n = 370,000);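 active = inhibition above the mean of compounds lying between control limits plus 3 SD, set per campaign, cut at about 8.5% in these data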;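 also: 0% = DMSO-only wells as the low control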
KLK7 zymogen act: proKLK7 zymogen activators, primary screen, biochemical, fluorescence intensity | AID 652039, 2013 | activation, % at 7 µM | purified proKLK7, EDANS-DABCYL substrate fluorescence; 100% is mature enzyme control, 0% vehicle | actives 0.9% (n = 370,000) | Kallikrein-7 (Homo sapiens), P49862;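 active = activation above the mean of all tested compounds plus 3 SD, computed per campaign excluding outliers beyond control limits, cut at about 13% in these data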
ARFGAP1 inh: inhibitors of rat ARFGAP1 GAP activity, primary screen, biochemical, fluorescence polarization, GDP tracer; AID 651572, 2012; ADP-ribosylation factor GTPase-activating protein 1 (Rattus norvegicus), Q62848; Arfgap1-stimulated ARF1 GTP hydrolysis, GDP FP detection; actives 0.26% (n = 360,000); inhibition, % at 16.5 µM;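 active = inhibition above a per-plate limit, mean inhibition of low control wells plus 3 SD, cut at about 25% in these data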;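 also: 0% = DMSO wells with enzyme and 100% = wells lacking Arfgap1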
Target sequence (Q62848 1-136 limits assumed): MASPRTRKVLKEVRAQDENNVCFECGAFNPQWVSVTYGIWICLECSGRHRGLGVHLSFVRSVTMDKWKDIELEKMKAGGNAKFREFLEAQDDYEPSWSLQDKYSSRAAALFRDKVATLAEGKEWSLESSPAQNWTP
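Material: rat Arfgap1 catalytic domain, aa 1-136; also added: human ARF1(Δ1-17)-GTP substrate; compound dosing: one concentration, 16.5 µM, DMSO 1.26%; incubation: GTP hydrolysis reaction 2 h at 25 °C; measured by: Tracer-displacement fluorescence polarization with EDTA stop, 620/688 nm; evaluation: % inhibition from polarization; repeats: one replicate per compound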
TDP2 inh: human TDP2 enzyme inhibitors, primary screen, biochemical, epi absorbance, recombinant enzyme; Tyrosyl-DNA phosphodiesterase 2 (Homo sapiens), O95551; actives 0.34% (n = 370,000); AID 720702, 2013; T5PNP hydrolysis, p-nitrophenol absorbance 415 nm; inhibition, % at 12.8 µM;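 active = inhibition above the mean of all tested compounds plus 3 SD, set per campaign, cut at about 25% in these data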;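 also: 0% = DMSO with enzyme and 100% = buffer with substrate but no TDP2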
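Assay system: recombinant human TDP2 / Reagent: T5PNP substrate at 5 mM, a TopII-DNA adduct mimic / Measured by: epi absorbance from released p-nitrophenol / Evaluation: % inhibition relative to enzyme-containing and enzyme-free wells / Control set: enzyme-free and DMSO wells / Replicates: each compound tested once, singlicate / Schedule: enzyme reaction with compound for 2 h at 37 °C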
PLCg1 inh: PLC-gamma1 enzyme inhibitors, primary screen, biochemical, fluorescence, purified enzyme; 1-phosphatidylinositol 4,5-bisphosphate phosphodiesterase gamma-1 (Homo sapiens), P19174; fluorogenic substrate; inhibition, % at 12.2 µM; actives 0.84% (n = 370,000); in the data active = inhibition above about 9.5%
ADAM10 inh: human ADAM10 inhibitors, primary screen, biochemical, QFRET, HTS. Disintegrin and metalloproteinase domain-containing protein 10 (Homo sapiens), O14672. inhibition, % at 7 µM. recombinant ADAM10, EDANS/DABCYL FRET peptide cleavage, 3 h. actives 0.62% (n = 370,000);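 active = inhibition above a per-campaign cutoff equal to the mean of compounds falling between control-based bounds plus 3 SD, cut at about 20% in these data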;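 also: 0% = DMSO wells while the 100% control is not disclosed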
Target sequence (O14672 214-748 limits assumed): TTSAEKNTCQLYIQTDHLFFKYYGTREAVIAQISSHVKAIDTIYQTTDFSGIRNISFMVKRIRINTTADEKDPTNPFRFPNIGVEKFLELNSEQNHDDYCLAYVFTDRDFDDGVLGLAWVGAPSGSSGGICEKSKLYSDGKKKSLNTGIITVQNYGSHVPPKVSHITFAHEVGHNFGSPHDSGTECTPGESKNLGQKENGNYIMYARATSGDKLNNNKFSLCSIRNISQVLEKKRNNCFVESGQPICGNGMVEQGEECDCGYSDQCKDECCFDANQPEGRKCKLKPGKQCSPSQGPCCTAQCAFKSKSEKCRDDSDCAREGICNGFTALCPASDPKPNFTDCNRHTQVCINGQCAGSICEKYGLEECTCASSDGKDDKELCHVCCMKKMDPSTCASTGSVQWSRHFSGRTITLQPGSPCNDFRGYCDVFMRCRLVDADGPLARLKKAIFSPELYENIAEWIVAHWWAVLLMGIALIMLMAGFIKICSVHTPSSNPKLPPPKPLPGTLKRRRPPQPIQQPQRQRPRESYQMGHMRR
ASAP1 inh: inhibitors of human ASAP1 ArfGAP activity, primary screen, biochemical, fluorescence polarization; AID 624377, 2012; actives 0.19% (n = 360,000); Arf-GAP with SH3 domain, ANK repeat and PH domain-containing protein 1 (Homo sapiens), …; ASAP1-stimulated ARF1 GTP hydrolysis, GDP FP detection; inhibition, % at 16.5 µM; in the data active = inhibition above about 25%;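 also: 0% = vehicle with enzyme and substrate and 100% = no enzyme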
LEDGF integ inh: blockers of LEDGF/p75-dependent integrase strand transfer – biochemical, TR-FRET, high throughput, primary screen; TR-FRET IN-LEDGF/p75 DNA integration, Eu/Cy5; inhibition, % at 3.7 µM; actives 0.64% (n = 370,000);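 active = inhibition above the screen-wide mean plus 3 SD, cut at about 13% in these data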;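 also: signal is the Cy5 over europium emission ratio at 671 and 618 nm; 0% = plate median of compound wells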
An asterisk follows results filed as active.

| # | compound | DDE Tn7 FP inh | DDE Tn6 FP inh | ADAM17 inh | KLK7 zymogen act | ARFGAP1 inh | TDP2 inh | PLCg1 inh | ADAM10 inh | ASAP1 inh | LEDGF integ inh |
| --- | --- | --- | --- | --- | --- | --- | --- | --- | --- | --- | --- |
| 1 | COCCN1CC(O)=C(c2nc3ccccc3c(=O)[nH]2)C1=N | -5 | 5 | -26 | 1.4 | 15 | -10 | -88 | -90 | 11 | -2 |
| 2 | N#C/C(=C1/CCCCCN1)c1nnc2n1CCCCC2 | -2 | -2 | -4 | 0.2 | 10 | -14 | 0 | 10 | -8 | -1 |
| 3 | O=C(NCCCN1CCCC1)c1ccc2c(c1)N(Cc1ccc(F)cc1)C(=O)c1ccccc1S2=O (configuration not stated) | -5 | -4 | -4 | 0.5 | -4 | 0 | 4 | 0 | 7 | 0 |
| 4 | Cc1cccc(OCC(=O)N(Cc2nnc(-c3ccccc3Cl)o2)C2CC2)c1 | 4 | -11 | 5 | 0.2 | -1 | -13 | 1 | -13 | -13 | -8 |
| 5 | O=C(C1CCC(Cn2c(=S)[nH]c3ccccc3c2=O)CC1)N1CCN(c2ccccc2)CC1 (configuration not stated) | -1 | -6 | 9.1* | 0.0 | -1 | -6 | 2 | 25* | 4 | 4 |
| 6 | CCCCCNC(=O)CSC1=N/C(=C\c2ccc(Cl)c(Cl)c2)C(=O)N1CC | 7 | 2 | -4 | -0.5 | 7 | 4 | -1 | 2 | -5 | -3 |
| 7 | COc1ccc(CNC(=O)CSc2ncnc3nc[nH]c23)cc1 | -9 | 5 | -3 | -0.4 | 8 | -1 | 1 | 4 | 8 | 0 |
| 8 | CC1(C)Cc2c(c(-c3ccccc3Cl)[nH]c(=O)c2C#N)CO1 | 0 | -4 | -5 | -0.8 | 3 | -3 | -8 | 7 | 5 | 1 |
| 9 | O=c1cc(Cl)[nH]c(=O)n1CCNc1ncc(C(F)(F)F)cc1Cl | -1 | -3 | -1 | -0.8 | 4 | -3 | -15 | -4 | 13 | -5 |
| 10 | CC(=O)C1(C)OC(N)=C(C#N)C(c2ccccc2)C1(C#N)C#N (configuration not stated) | 1 | 2 | -40 | 8.1 | -1 | -7 | -57 | -116 | 2 | 4 |
| 11 | O=c1[nH]nc(SCc2nnc(-c3cccc(Cl)c3)o2)n1C1CCCCC1 | 3 | -1 | -1 | 0.1 | -4 | -4 | 0 | 2 | 3 | 4 |
| 12 | O=C(c1cccs1)N1CCN(c2ccc([N+](=O)[O-])cc2F)CC1 | 5 | -5 | 1 | 0.5 | 4 | 3 | 1 | 4 | 2 | -1 |

Part of the list above, set out differently.
4. Cc1cccc(OCC(=O)N(Cc2nnc(-c3ccccc3Cl)o2)C2CC2)c1
- DDE Tn7 FP inh: 4
- DDE Tn6 FP inh: -11
- ADAM17 inh: 5
- KLK7 zymogen act: 0.2
- ARFGAP1 inh: -1
- TDP2 inh: -13
- PLCg1 inh: 1
- ADAM10 inh: -13
- ASAP1 inh: -13
- LEDGF integ inh: -8
9. O=c1cc(Cl)[nH]c(=O)n1CCNc1ncc(C(F)(F)F)cc1Cl
- DDE Tn7 FP inh: -1
- DDE Tn6 FP inh: -3
- ADAM17 inh: -1
- KLK7 zymogen act: -0.8
- ARFGAP1 inh: 4
- TDP2 inh: -3
- PLCg1 inh: -15
- ADAM10 inh: -4
- ASAP1 inh: 13
- LEDGF integ inh: -5
8. CC1(C)Cc2c(c(-c3ccccc3Cl)[nH]c(=O)c2C#N)CO1
- DDE Tn7 FP inh: 0
- DDE Tn6 FP inh: -4
- ADAM17 inh: -5
- KLK7 zymogen act: -0.8
- ARFGAP1 inh: 3
- TDP2 inh: -3
- PLCg1 inh: -8
- ADAM10 inh: 7
- ASAP1 inh: 5
- LEDGF integ inh: 1
7. COc1ccc(CNC(=O)CSc2ncnc3nc[nH]c23)cc1
- DDE Tn7 FP inh: -9
- DDE Tn6 FP inh: 5
- ADAM17 inh: -3
- KLK7 zymogen act: -0.4
- ARFGAP1 inh: 8
- TDP2 inh: -1
- PLCg1 inh: 1
- ADAM10 inh: 4
- ASAP1 inh: 8
- LEDGF integ inh: 0

Part of the list above in order of molecular weight, smallest number first.
| # | compound | DDE Tn7 FP inh | DDE Tn6 FP inh | ADAM17 inh | KLK7 zymogen act | ARFGAP1 inh | TDP2 inh | PLCg1 inh | ADAM10 inh | ASAP1 inh | LEDGF integ inh |
| --- | --- | --- | --- | --- | --- | --- | --- | --- | --- | --- | --- |
| 1 | COCCN1CC(O)=C(c2nc3ccccc3c(=O)[nH]2)C1=N | -5 | 5 | -26 | 1.4 | 15 | -10 | -88 | -90 | 11 | -2 |
| 9 | O=c1cc(Cl)[nH]c(=O)n1CCNc1ncc(C(F)(F)F)cc1Cl | -1 | -3 | -1 | -0.8 | 4 | -3 | -15 | -4 | 13 | -5 |
| 6 | CCCCCNC(=O)CSC1=N/C(=C\c2ccc(Cl)c(Cl)c2)C(=O)N1CC | 7 | 2 | -4 | -0.5 | 7 | 4 | -1 | 2 | -5 | -3 |

(next part)
| # | compound | DDE Tn7 FP inh | DDE Tn6 FP inh | ADAM17 inh | KLK7 zymogen act | ARFGAP1 inh | TDP2 inh | PLCg1 inh | ADAM10 inh | ASAP1 inh | LEDGF integ inh |
| --- | --- | --- | --- | --- | --- | --- | --- | --- | --- | --- | --- |
| 13 | N#CC(C#SN)=C1CCCCC1 | -2 | 3 | -4 | 0.3 | -10 | 5 | -6 | -3 | -5 | -2 |
| 14 | COc1cccc(NC(=O)N(CCCN2CCOCC2)C(C)c2cc3ccccc3o2)c1 (configuration not stated) | 4 | 15 | -2 | -0.1 | -8 | 2 | 2 | -3 | -6 | -2 |
| 15 | COc1ccc(CCN2CC(C(=O)NCCN3CCNC3=O)CCC2=O)cc1 (configuration not stated) | -11 | 2 | -1 | -0.6 | 4 | -2 | 2 | 0 | -8 | -1 |
| 16 | CCOc1ccc(S(=O)(=O)NCCC(=O)N(CC)CC(=O)Nc2c(F)cccc2F)cc1 | 4 | -2 | -2 | -0.6 | -10 | 2 | 0 | -7 | -6 | -2 |
| 17 | CC(OC(=O)c1ccc2ncsc2c1)C(=O)Nc1cccc(Cl)c1 (configuration not stated) | -7 | -6 | 0 | 0.0 | 3 | 4 | 0 | -2 | 16 | 7 |
| 18 | COc1ccc(NCc2cccnc2)cc1 | 0 | -1 | -4 | -0.3 | -11 | 11 | 0 | 1 | -17 | -5 |
| 19 | Cc1nc(SCC(N)=O)[nH]c(=O)c1CCC(C)C | 7 | 2 | -3 | 0.1 | 2 | 9 | 1 | 2 | -17 | 1 |
